Compound activity deposited in PubChem by The Scripps Research Institute Molecular Screening Center.
CHO-K1 Ca antag = counter-screen for M1 antagonists: effect in parental CHO-K1 cells; inhibition, % at 3 µM; ATP-induced calcium, Fluo-8 fluorescence; 360,000 tested, 0.6% active;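 active = inhibition above a per-plate cutoff, the plate's mean sample inhibition plus 3 SD, cut at about 24% in these data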;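 note: 0% = DMSO plus EC80 ATP and 100% = DMSO alone without ATP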
CHO-K1 Ca PAM = counter-screen for M1 PAMs: effect in parental CHO-K1 cells; 360,000 tested, 0.02% active; ATP EC20, Fluo-8 calcium fluorescence; 0% at ATP EC20, 100% at ATP max; activation, % at 3 µM;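 active = activation above the run cutoff, the mean activation of all test compounds plus 3 SD, cut at about 40% in these data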;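 note: peak over basal fluorescence ratio in a 140 s read after ATP addition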
CHRM1 PAM = potentiates human M1 receptor response to acetylcholine; CHO-K1 hM1, Fluo-8 calcium fluorescence, ACh EC20; 0% = ACh EC20, 100% = maximal ACh; activation, % at 3 µM; 360,000 tested, 0.088% active; AID 588819; in the data active = activation above about 19%, passing the limit was not always enough
Target sequence (P11229 whole entry, looked up): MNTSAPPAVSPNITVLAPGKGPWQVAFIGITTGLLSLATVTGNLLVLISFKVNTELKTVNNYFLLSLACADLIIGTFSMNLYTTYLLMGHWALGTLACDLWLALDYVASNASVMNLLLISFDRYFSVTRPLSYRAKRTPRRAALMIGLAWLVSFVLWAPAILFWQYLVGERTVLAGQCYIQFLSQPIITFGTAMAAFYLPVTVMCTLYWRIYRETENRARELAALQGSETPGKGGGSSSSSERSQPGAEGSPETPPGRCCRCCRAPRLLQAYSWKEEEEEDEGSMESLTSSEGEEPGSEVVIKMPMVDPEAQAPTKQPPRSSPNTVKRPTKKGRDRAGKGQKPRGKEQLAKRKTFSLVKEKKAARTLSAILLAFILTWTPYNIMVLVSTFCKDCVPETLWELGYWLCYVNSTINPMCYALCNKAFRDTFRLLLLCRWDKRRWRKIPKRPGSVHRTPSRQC
CHO-K1 Ca ag = counter-screen for M1 agonists: effect in parental CHO-K1 cells; Fluo-8 calcium fluorescence; scaled to maximal ATP response, vehicle zero; AID 602248; 360,000 tested, 0.48% active; activation, % at 3 µM; in the data active = activation above about 15%;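 note: untransfected CHO-K1 host cells lacking M1 receptor as counterscreen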
M1 antag = blocks human M1 muscarinic receptor | CHO-K1 hM1, Fluo-8 calcium fluorescence, ACh EC80 antagonist | P11229 | inhibition, % at 3 µM | 360,000 tested, 1.3% active;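 active = percent inhibition above its own plate's cutoff, namely the mean of that plate's compound wells plus 3 SD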;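 note: peak over basal fluorescence ratio during 140 s after agonist addition; 0% = ACh EC80 plus DMSO and 100% = DMSO alone without agonist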
CHRM1 agonist = agonists of human M1 muscarinic receptor; AID 588814; 360,000 tested, 0.33% active; CHO-K1 hM1, Fluo-8 calcium fluorescence, agonist mode; 0% DMSO, 100% acetylcholine EC100; activation, % at 3 µM; P11229;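 active = activation above the run's mean compound activation plus 3 SD, cut at about 16% in these data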;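 note: peak over basal fluorescence ratio within a 140 s kinetic read after compound addition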
TAAR1 antag = human TAAR1 antagonism; AID 624466; CHO RD-HGA16 TAAR1, Fluo-8 calcium fluorescence, antagonist; 360,000 tested, 1.5% active; inhibition, % at 3 µM;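 active = inhibition above a per-plate cutoff, the mean inhibition of test compounds on that plate plus 3 SD, cut at about 49% in these data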;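 note: 0% = DMSO plus EC80 beta-PEA response and 100% = DMSO alone without agonist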
Target sequence (Q96RJ0 whole entry, looked up): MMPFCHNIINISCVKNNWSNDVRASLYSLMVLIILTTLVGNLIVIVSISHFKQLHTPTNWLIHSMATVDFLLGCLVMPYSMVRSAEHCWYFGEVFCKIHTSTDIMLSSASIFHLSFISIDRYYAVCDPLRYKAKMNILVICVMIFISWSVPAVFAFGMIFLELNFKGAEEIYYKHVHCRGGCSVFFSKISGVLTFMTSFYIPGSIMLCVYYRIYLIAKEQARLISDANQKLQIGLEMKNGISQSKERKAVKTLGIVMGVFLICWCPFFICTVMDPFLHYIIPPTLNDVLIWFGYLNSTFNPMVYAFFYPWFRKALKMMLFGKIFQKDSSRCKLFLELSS
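System: RD-HGA16 CHO cells with stable hTAAR1 and Gα16 | Probe or stimulus: EC80 β-phenethylamine stimulus | Dosing: 3 µM, single point | Times: Dye loading 75 min at 37 °C, then 30 min room temperature | Measured by: Fluo-8 calcium-sensitive fluorescence | Read-out basis: % inhibition of agonist calcium response | Replicates: n of 1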
TAAR1 agonist = human TAAR1 agonism; Q96RJ0; CHO RD-HGA16 TAAR1, Fluo-8 calcium fluorescence; vehicle wells 0%, saturating PEA agonist 100%; activation, % at 3 µM; 360,000 tested, 0.99% active; AID 624467;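 active = activation above the mean activation of all test compounds in the run plus 3 SD, cut at about 38% in these data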
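Test system: RD-HGA16 (CHO) cells co-expressing Gα16 and hTAAR1; dosing: one-point dosing at 3 µM (nominal); timing: 17-24 h seeding, 75 min 37 °C dye, 30 min RT; signal: kinetic Fluo-8 calcium fluorescence; read-out basis: % activation relative to PEA EC100 response; controls: DMSO and PEA EC100; replicates: n 1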
CHO parental Ca = counter-screen: ATP calcium response change in parental CHO cells; parental CHO-K1, ATP-induced calcium, Fluo-8 fluorescence; inhibition, % at 5.6 µM; 330,000 tested, 0.63% active;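 active = inhibition above that plate's mean sample inhibition plus 3 SD, cut at about 26% in these data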;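 note: 0% = ATP-challenged DMSO wells and 100% = DMSO wells without ATP; some compounds past the cut are filed as inactive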
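Assay system: parental CHO cells; Read-out basis: percent inhibition of ATP-evoked calcium rise, normalized to controls; Benchmarks: ATP and no-ATP DMSO wells; Compound dosing: single nominal dose of 5.6 µM per compound; Signal: Fluo-8 calcium dye fluorescence; Also added: ATP as calcium-mobilizing challenge; Repeats: singlicate.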
Numbers without * were called inactive; · = no result given.

1. OC1COC(c2ccccc2)OC1C(O)C1OC(c2ccccc2)OCC1O (stereo not given)
2. Cc1cccc(Oc2ncnc3onc(C)c23)c1
3. COc1cccc(CN(C)CC(=O)Nc2cc(S(=O)(=O)N3CCCC3)ccc2Cl)c1OC
4. O=c1oc([C@@H](O)c2ccccc2)cc2ccccc12
5. CCN(CC)S(=O)(=O)c1ccc(Cl)c(NC(=O)COC(=O)c2nc3nc(C)cc(C)n3n2)c1
6. COc1ccc(OC)c(CNC(=O)CCn2c(=O)c3cccn3c3ccc(F)cc32)c1

| Assay by compound | 1 | 2 | 3 | 4 | 5 | 6 |
| --- | --- | --- | --- | --- | --- | --- |
| CHO-K1 Ca antag | -6 | -7 | -6 | -3 | -18 | -10 |
| CHO-K1 Ca PAM | -5 | -12 | -1 | 17 | -11 | -16 |
| CHRM1 PAM | 1 | 5 | -1 | 4 | 2 | 5 |
| CHO-K1 Ca ag | 0.4 | -0.1 | 2.3 | 2.3 | 1.0 | -0.2 |
| M1 antag | -1 | -11 | -2 | 2 | 9 | -9 |
| CHRM1 agonist | 0 | -5 | -3 | -5 | -7 | -3 |
| TAAR1 antag | 19 | 2 | 2 | 11 | -14 | 15 |
| TAAR1 agonist | 0 | 15 | 1 | 8 | 9 | 4 |
| CHO parental Ca | · | 6 | · | -7 | -19 | -8 |

Single records, from the list above. Screens in order: CHO-K1 Ca antag	CHO-K1 Ca PAM	CHRM1 PAM	CHO-K1 Ca ag	M1 antag	CHRM1 agonist	TAAR1 antag	TAAR1 agonist	CHO parental Ca
Profile of CCN(CC)S(=O)(=O)c1ccc(Cl)c(NC(=O)COC(=O)c2nc3nc(C)cc(C)n3n2)c1 → -18	-11	2	1.0	9	-7	-14	9	-19
Profile of COc1ccc(OC)c(CNC(=O)CCn2c(=O)c3cccn3c3ccc(F)cc32)c1 → -10	-16	5	-0.2	-9	-3	15	4	-8
Profile of OC1COC(c2ccccc2)OC1C(O)C1OC(c2ccccc2)OCC1O (stereo not given) → -6	-5	1	0.4	-1	0	19	0	·
Profile of Cc1cccc(Oc2ncnc3onc(C)c23)c1 → -7	-12	5	-0.1	-11	-5	2	15	6
Profile of O=c1oc([C@@H](O)c2ccccc2)cc2ccccc12 → -3	17	4	2.3	2	-5	11	8	-7

(list continues)
7. CCOC(=O)c1cn(CC(=O)Nc2ccc(C(C)C)cc2)nn1
8. CN(C)S(=O)(=O)Oc1cc(Cl)ccc1C(=O)Nc1ccc(F)cc1F
9. COc1ccc(Br)cc1S(=O)(=O)N1CCN=C1c1ccccc1
10. COc1ccccc1C(=O)NNC1=NS(=O)(=O)c2ccccc21
11. CC(=O)Nc1cccc(NC(=O)c2ccc(C(=O)Nc3cccc(NC(C)=O)c3)nc2)c1
12. CNC(=O)c1c(NC(=O)c2ccco2)sc2c1CCC2

| Assay by compound | 7 | 8 | 9 | 10 | 11 | 12 |
| --- | --- | --- | --- | --- | --- | --- |
| CHO-K1 Ca antag | -5 | 10 | -5 | 1 | -7 | -10 |
| CHO-K1 Ca PAM | 19 | 6 | 1 | 8 | 17 | 10 |
| CHRM1 PAM | 8 | -19 | 4 | 8 | 6 | 14 |
| CHO-K1 Ca ag | 0.5 | 4.6 | 1.0 | -0.3 | 0.4 | 0.2 |
| M1 antag | -1 | 16 | -1 | -14 | -1 | -17 |
| CHRM1 agonist | -2 | -5 | -1 | -1 | -5 | -3 |
| TAAR1 antag | 16 | 10 | 1 | 2 | 17 | -15 |
| TAAR1 agonist | 0 | 2 | 0 | 0 | 0 | 0 |
| CHO parental Ca | -8 | -12 | · | 3 | -5 | 7 |

13. CCN(CC)CCCNC(=O)c1cc(-c2cccc(Cl)c2)on1
14. CC(C)c1ccc(-c2csc3ncnc(N4CCN(C)CC4)c23)cc1
15. CCOC(=O)CON1C(=O)C(=O)N(OCC(=O)OCC)C2CCCCC21 (stereo not given)
16. Cc1ccc(S(=O)(=O)c2cc3c(=O)n4ccccc4nc3n(Cc3ccco3)c2=N)cc1
17. CCN1CCN(Cc2ccc(NC(=O)Nc3ccccc3Cl)cc2)CC1
18. O=S1(=O)C[C@H](N2CCN(CCO)CC2)[C@@H](COCc2ccccc2)N1

| Assay by compound | 13 | 14 | 15 | 16 | 17 | 18 |
| --- | --- | --- | --- | --- | --- | --- |
| CHO-K1 Ca antag | -6 | -20 | 3 | -8 | -5 | 18 |
| CHO-K1 Ca PAM | 27 | 8 | -18 | 25 | 6 | 19 |
| CHRM1 PAM | -2 | 2 | 3 | 12 | 4 | 4 |
| CHO-K1 Ca ag | 1.3 | 0.5 | -0.1 | -0.3 | -0.1 | 1.7 |
| M1 antag | -3 | -5 | -1 | -13 | -13 | 3 |
| CHRM1 agonist | -7 | -9 | -3 | -6 | -12 | -7 |
| TAAR1 antag | 15 | 1 | 0 | 0 | 9 | -4 |
| TAAR1 agonist | 0 | 4 | 3 | -1 | 2 | 4 |
| CHO parental Ca | -4 | -20 | 0 | -13 | -18 | · |

19. O=C(O)Cc1ccc(NCc2ccccc2Cl)cc1
20. COCCn1c(C)cc(C(=O)COc2ccc(N(C)S(=O)(=O)c3ccc(C)cc3)cc2)c1C
21. Cc1ccc(NC(=O)CNc2cc(S(=O)(=O)N3CCOCC3)ccc2NCC2CCCO2)cc1F (stereo not given)
22. O=C1CCCC2=C1C(c1ccsc1)CC(=O)N2c1ccccc1 (stereo not given)
23. COc1cc(C(=O)Nc2ccc(C)cc2)c(-n2cnnn2)cc1OC
24. O=C1/C(=C/c2ccc(Cl)cc2)SC(=S)N1CCC(=O)N1CCCCC1CCO (stereo not given)
25. CC(C)CCNC(=O)[C@H](Cc1ccccc1)N1Cc2ccccc2C1=O
26. Nc1c(C(=O)c2ccc(Cl)cc2)sc2nsc(SCCN3CCOCC3)c12

| Assay by compound | 19 | 20 | 21 | 22 | 23 | 24 | 25 | 26 |
| --- | --- | --- | --- | --- | --- | --- | --- | --- |
| CHO-K1 Ca antag | -13 | -1 | -9 | 2 | -20 | -11 | -16 | -6 |
| CHO-K1 Ca PAM | -6 | 0 | 3 | -3 | 20 | 2 | -4 | 4 |
| CHRM1 PAM | 7 | 8 | 12 | 5 | 8 | -11 | -4 | 5 |
| CHO-K1 Ca ag | 0.7 | 2.6 | 0.2 | -0.2 | 0.7 | 2.7 | 0.5 | 4.7 |
| M1 antag | -4 | -6 | -21 | -1 | -1 | 12 | -6 | -9 |
| CHRM1 agonist | -2 | -3 | -3 | -4 | -2 | -2 | -10 | 2 |
| TAAR1 antag | -23 | 14 | -20 | 2 | 4 | 5 | 1 | 2 |
| TAAR1 agonist | 0 | 1 | 3 | 8 | 1 | 2 | -2 | 7 |
| CHO parental Ca | 19 | -3 | -24 | -5 | 4 | -30 | -32 | -1 |

Arranged by count of non-hydrogen atoms (rising): some entries from above
19. O=C(O)Cc1ccc(NCc2ccccc2Cl)cc1
22. O=C1CCCC2=C1C(c1ccsc1)CC(=O)N2c1ccccc1 (stereo not given)
23. COc1cc(C(=O)Nc2ccc(C)cc2)c(-n2cnnn2)cc1OC
26. Nc1c(C(=O)c2ccc(Cl)cc2)sc2nsc(SCCN3CCOCC3)c12
20. COCCn1c(C)cc(C(=O)COc2ccc(N(C)S(=O)(=O)c3ccc(C)cc3)cc2)c1C
21. Cc1ccc(NC(=O)CNc2cc(S(=O)(=O)N3CCOCC3)ccc2NCC2CCCO2)cc1F (stereo not given)

| Assay by compound | 19 | 22 | 23 | 26 | 20 | 21 |
| --- | --- | --- | --- | --- | --- | --- |
| CHO-K1 Ca antag | -13 | 2 | -20 | -6 | -1 | -9 |
| CHO-K1 Ca PAM | -6 | -3 | 20 | 4 | 0 | 3 |
| CHRM1 PAM | 7 | 5 | 8 | 5 | 8 | 12 |
| CHO-K1 Ca ag | 0.7 | -0.2 | 0.7 | 4.7 | 2.6 | 0.2 |
| M1 antag | -4 | -1 | -1 | -9 | -6 | -21 |
| CHRM1 agonist | -2 | -4 | -2 | 2 | -3 | -3 |
| TAAR1 antag | -23 | 2 | 4 | 2 | 14 | -20 |
| TAAR1 agonist | 0 | 8 | 1 | 7 | 1 | 3 |
| CHO parental Ca | 19 | -5 | 4 | -1 | -3 | -24 |
